Assay outcomes from PubChem.
RAD54 inh: blocks human RAD54 Holliday junction branch migration. actives 0.14% (n = 360,000). Q92698. FAM/BHQ fluorescence. AID 602329. inhibition, % at 10.4 µM;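 active = mean normalized replicate activity at least 40 and at least half of replicates scoring 40 or more; inconclusive = only one of the two criteria met; inactive = mean below 40 and under half of replicates reaching 40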;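 note: 0% = median of neutral control wells and 100% = median of positive control wells; inhibitors cause a drop in the FAM fluorescence signal; in these data hits start at about 50%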
DENV2 CPE: protects cells from dengue virus 2 cytopathic effect | DENV2-infected cells, cytopathic effect rescue, plate reader | CPE inhibition, % at 9.99 µM | actives 1.7% (n = 350,000) | AID 651640; in the data active = CPE inhibition above about 20%, passing the limit was not always enough; inconclusive = no clear call, values can overlap the other calls; tested in BHK-21 cells;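 note: 0% = median of neutral control wells and 100% = median of positive control wells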
F508del corr: correctors of CFTR F508del function in bronchial epithelial cells | CFBE cells, YFP halide quenching; stimulated with forskolin plus potentiator P3; % fluorescence drop versus neutral controls | activity (quench increase), % at 7.58 µM | actives 0.36% (n = 350,000);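 active = mean added fluorescence quench of at least 8% versus neutral control, with both replicates also reaching 8%; inconclusive = only one of the mean or replicate conditions met; inactive = mean below 8% and not both replicates reaching 8%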;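 note: cells transiently co-express mutant CFTR-F508del with the halide-sensitive YFP; corrector assay measuring rescue of mutant channel to the surface after 24 h compound exposure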
Xi reactivation: X-chromosome reactivation activator. AID 743238. actives 0.055% (n = 360,000). XiGFP mouse fibroblasts, % GFP-positive cells imaging, 3 d; cells co-treated with 5-aza-dC sensitizer; scaled so ellipticine positive control = 100%. activation, % at 7.58 µM;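 active = mean normalized replicate activation at least 10% and every replicate at or above 10%; inconclusive = only one of the two criteria met; inactive = mean below 10% and not all replicates reach 10%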;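 note: 0% = median of on-plate neutral control wells and 100% = ellipticine 6 µM median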
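Assay system: SV40-immortalized XiGFP fibroblast cells, line 68-5-11; buffer or medium: DMEM plus 5-aza-dC sensitizer; compound: one concentration, pinned; timing: compounds 3 days, fix/stain 15 min at room temperature; benchmarks: positive control ellipticine, 6 µM final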
Casp6 inh: inhibitors of human caspase-6. P55212. purified caspase-6, Z-VEID-R110 cleavage fluorescence. inhibition, % at 12.5 µM. actives 0.53% (n = 350,000);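 active = mean inhibition across replicates at least about 35%, with every replicate also reaching that limit, limit read from the data; inconclusive = only one of the two criteria met; inactive = neither criterion met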;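 note: 0% = median of neutral control wells and 100% = no fluorescence left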
Target sequence (P55212 24-179 limits assumed): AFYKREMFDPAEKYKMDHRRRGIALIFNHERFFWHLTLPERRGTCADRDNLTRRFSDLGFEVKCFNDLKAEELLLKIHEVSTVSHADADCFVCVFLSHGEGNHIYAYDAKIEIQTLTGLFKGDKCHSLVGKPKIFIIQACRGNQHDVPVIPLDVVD
Target sequence (P55212 194-293 limits assumed): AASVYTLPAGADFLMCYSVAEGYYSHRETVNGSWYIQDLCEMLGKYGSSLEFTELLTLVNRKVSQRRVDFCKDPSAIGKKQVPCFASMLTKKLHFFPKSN
INS-1E GSIS act: primary screen for activators of insulin secretion dependent on glucose, INS-1E cells, GLuc reporter luminescence | INS-1E GLuc reporter insulin secretion, 2-3 h | activation, % at 16.6 µM | actives 0.61% (n = 370,000) | AID 743287;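 active = lowest replicate activation of at least 40%, so every replicate reaches that level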;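 note: 0% = median of neutral control wells and 100% = median of IBMX positive control wells; some compounds called inactive have numbers as strong as hits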
RAD52 inh: inhibitors of human RAD52 DNA annealing. recombinant RAD52 DNA annealing, FRET fluorescence. inhibition, % at 18.7 µM. actives 0.46% (n = 360,000);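 active = every replicate showing at least 50% inhibition; inconclusive = mean inhibition at least 50% but not in every replicate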
Target sequence (P43351 whole entry, looked up): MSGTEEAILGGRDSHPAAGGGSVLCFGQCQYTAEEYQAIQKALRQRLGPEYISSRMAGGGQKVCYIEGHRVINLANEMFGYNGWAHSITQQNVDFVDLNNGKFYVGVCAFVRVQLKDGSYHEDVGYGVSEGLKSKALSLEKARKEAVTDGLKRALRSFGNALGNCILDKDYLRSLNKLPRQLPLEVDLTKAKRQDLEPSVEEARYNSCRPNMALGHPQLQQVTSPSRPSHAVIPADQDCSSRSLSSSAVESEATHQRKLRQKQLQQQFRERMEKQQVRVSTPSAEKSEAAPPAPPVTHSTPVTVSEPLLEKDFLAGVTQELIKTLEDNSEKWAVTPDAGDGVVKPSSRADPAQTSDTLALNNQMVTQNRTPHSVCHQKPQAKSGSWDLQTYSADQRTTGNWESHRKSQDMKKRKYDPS
E-sel inducer: induces E-selectin expression in human endothelial cells. activation, % at 7.58 µM. actives 0.37% (n = 260,000). HUVEC E-selectin immunofluorescence imaging; normalized: neutral wells 0, TNF-alpha wells 100;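 active = mean E-selectin-positive cell signal at least 10% of the positive control, reached in at least 60% of replicates, without over 20% cell loss; inconclusive = no rule given, readout overlaps actives, possibly toxicity-flagged; inactive = the rest, including those meeting only one limit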;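 note: in these data hits start at about 27%; measured in HUVEC primary endothelial cells; signal is the percent of cells scored E-selectin positive by PE staining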
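Material: HUVEC primary endothelial cells; Amount: 3,000 cells per well; Dosing: single concentration; Medium: EGM-2 growth medium on 0.1% gelatin-coated wells; Read-out basis: percent E-selectin-positive cells; Signal: immunofluorescence imaging; Control set: TNF-alpha, DMSO.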
Active calls of the source: *; ? = inconclusive; . = not tested or not shown.

SMILES	RAD54 inh	DENV2 CPE	F508del corr	Xi reactivation	Casp6 inh	INS-1E GSIS act	RAD52 inh	E-sel inducer
COc1ccc(CNC(=O)C2CCC(CNS(=O)(=O)c3cccs3)CC2)cc1 (stereo not given)	-6	0	0.3	0.2	11	4	-9	.
CC(=O)c1sc(NC(=O)C(C)Oc2ccc3c(C)cc(=O)oc3c2)nc1C (stereo not given)	-4	-2	0.8	0.0	3	-14	-28	-0.3
COc1ccccc1OCCn1cc(/C=C(\C#N)C(=O)NCc2ccco2)c2ccccc21	-6	.	.	0.1	.	-7	.	0.0
COC(=O)C[C@@H]1CC[C@@H]2[C@H](COc3ccc(NC(=O)Nc4cc(C)cc(C)c4)cc3C(=O)N2C)O1	-2	0	.	0.4	2	-10	7	0.2
O=C(NCCNc1nccc(C(F)(F)F)n1)c1cccc(C(F)(F)F)c1	-32	-2	-1.2	-0.1	-1	-35	7	.
c1ccc(COc2cccc(-c3cc4nc(NCc5cccs5)ccn4n3)c2)cc1	-6	-2	-0.3	0.4	-5	-11	-52	0.5
CC(C)(C)OC(=O)NC(Cc1ccccc1)C(=O)O (stereo not given)	0	.	-1.2	0.0	2	14	-11	0.2
CN(C)Cc1ccccc1-c1cccc2nccn12	3	?	0.0	-0.1	-8	4	-45	0.1
CC(=O)c1ccc(N2CCN(C(=O)COc3ccc4c(c3)CCC4)CC2)cc1	-29	-9	-1.4	0.0	-2	-20	-14	-0.9
COc1ccc(NC(=S)N2CCN(C(=O)c3ccccc3)CC2)cc1	.	-5	-2.9	0.4	-2	1	-14	.
Cc1cccc(NC(=O)CSCc2cc(=O)n3nc(C4CC4)sc3n2)c1	-3	-1	-1.2	2.0	3	-8	-18	.
COc1ccc(C2=NN(C(=O)CCC(=O)O)C(c3ccc(OC)c(OC)c3)C2)cc1 (stereo not given)	-7	16	-0.7	0.2	2	-10	-19	0.1
C[C@H](CO)N1C[C@H](C)[C@H](CN(C)CC2CC2)Oc2ccc(NS(C)(=O)=O)cc2CC1=O	11	?	-0.5	0.1	-1	3	-4	0.0
Cc1ccc(C)c(NC(=O)CN(C)S(=O)(=O)c2cccc3cccnc23)c1	.	-5	-1.8	-0.1	-4	23	-20	-0.4
COCC(=O)N1CC2(C1)[C@@H](c1ccc(-c3ccccc3)cc1)[C@H](CO)N2C(C)=O	.	15	-3.1	0.0	3	-7	-19	0.0
CCOC(=O)c1ccccc1-c1csc(N)n1	.	3	-1.8	0.0	-1	0	-10	.
CCCCN(CCCC)Cc1ccc(C(=O)NN)o1	-8	-5	-2.6	0.0	-5	-1	-18	.
COc1ccc(NC(=O)C(=O)NCC(c2ccco2)N2CCc3ccccc3C2)cc1 (stereo not given)	5	-6	-0.6	0.0	0	-6	-15	.
CN(C)/C(CN1CCOCC1)=C1\N=C(c2ccccc2)OC1=O	1	-11	-0.9	.	-6	0	-3	.
CN1C(C(=O)Nc2cccc(O)c2)=CC(c2cccs2)=NS1(=O)=O	17	-2	2.4	-0.1	0	.	10	1.5
CCOC(=O)c1c(C)n(C)c2ccc(O)c(S(=O)(=O)c3ccccc3)c12	.	3	-0.5	.	4	.	-9	.
CN(C)c1ccc2c(c1)[C@H]1C[C@H](CC(=O)NCc3ccc(Cl)cc3)O[C@@H](CO)[C@H]1O2	-5	?	4.0	0.0	-5	4	-25	-0.1
NNC(=O)c1ccc(Cn2cccn2)o1	.	4	2.1	0.0	4	8	-14	0.5
CN(C)C(=O)CCc1ccc2c3c([nH]c2c1)[C@]1(C)[C@@H](C(=O)N2CCCCC2)C[C@H](CC(=O)NCc2ccco2)C(=O)N1CC3	2	-9	3.3	-0.1	4	.	-11	.
CC1=CC2=NC(=O)CC(C)(C(=O)N(CC(=O)NC(C)(C)C)Cc3cccs3)N2C=C1 (stereo not given)	6	-1	-1.5	.	-3	-20	-10	.
C[C@@H]1CN([C@H](C)CO)C(=O)c2cccc(NC(=O)Nc3ccc(F)cc3)c2O[C@H]1CN(C)CC1CCCCC1	1	11	0.2	-1.2	-3	-9	19	-13
Cc1ccc(NC(=O)CSc2nc3ccccc3nc2N2CCOCC2)c(C)c1	-1	-2	1.6	0.0	1	.	-8	-0.1
CCOC(=O)COc1cccc2c(=O)n(CC(N)=O)ccc12	7	1	-1.1	0.3	-2	4	-5	-0.8
CCOC(=O)c1cc(-c2ccc3c(c2)OCCO3)n[nH]1	.	-1	2.2	0.1	-2	-9	-5	.
COC(=O)N(C)C[C@@H]1OCc2ccccc2-c2ccccc2C(=O)N([C@@H](C)CO)C[C@H]1C	-14	8	2.0	0.2	0	11	7	-0.7
O=C(CNc1cccc2ccccc12)N/N=C/c1ccc([N+](=O)[O-])o1	4	-3	.	0.0	6	3	-11	.
COc1cccc(Oc2cn[nH]c2-c2ccc(OCC(=O)NN)cc2O)c1	.	4	-0.5	0.1	-1	-17	-9	0.4
CN(C(=O)COc1cc(=O)n(C)c2ccccc12)c1ccc(Cl)cc1	0	8	-3.5	0.2	1	9	-14	0.0
COc1ccc(S(=O)(=O)N2CCCC2)cc1C(=O)N1CCOCC1	.	10	0.8	0.0	4	7	-4	.
Cc1cc(NC(=O)CSCC(=O)OC(C)C(=O)N(C)Cc2ccccc2)no1 (stereo not given)	-6	-6	0.0	0.1	0	17	-5	0.0
COc1ccc(-c2cnc3c(c2)C(=O)N([C@@H](C)CO)C[C@H](C)[C@H](CN(C)C(=O)Cc2ccccc2)O3)cc1	1	1	-1.5	-0.9	2	-12	-6	0.2

Individual results from the entries so far:
Result for C[C@@H]1CN([C@H](C)CO)C(=O)c2cccc(NC(=O)Nc3ccc(F)cc3)c2O[C@H]1CN(C)CC1CCCCC1 in Xi reactivation: -1.2
Result for CN(C(=O)COc1cc(=O)n(C)c2ccccc12)c1ccc(Cl)cc1 in E-sel inducer: 0.0

Continued.
SMILES	RAD54 inh	DENV2 CPE	F508del corr	Xi reactivation	Casp6 inh	INS-1E GSIS act	RAD52 inh	E-sel inducer
OC(c1ccc(F)cc1)c1nc(-c2ccc(Cl)cc2)cs1 (stereo not given)	8	1	-3.3	-0.1	5	.	-3	0.3
O=C(CCc1nnc(Cc2ccc3c(c2)OCO3)o1)N(CC1CCC1)CC1CCCO1 (stereo not given)	5	-3	1.2	-0.2	2	18	-1	.
O=C(CCCN1C(=O)/C(=C/c2ccco2)SC1=S)Nc1cccc(C(=O)O)c1	.	1	-1.0	-0.1	55*	34	-264	.
Cc1ccc2c(c1)N(CC(=O)NCCCN1CCCCC1C)C(=O)c1cccnc1O2 (stereo not given)	-3	-5	-0.4	0.0	-70	17	-14	.
FC(F)(F)c1cccc(/C=N/NC(=S)NC2CCCCC2)c1	-3	-2	-2.6	0.1	-5	-3	-10	-0.1
COc1ccc(S(=O)(=O)N2CCN(C(=O)C3CC3)CC2)cc1Br	-5	?	0.9	0.4	-1	13	-4	.
[O-][N+](=C(c1ccccc1)c1ccccc1)c1ccccc1	-1	5	4.1	0.1	5	.	-9	0.1
COc1cc(Cl)c(C)cc1NC(=S)NN	.	4	3.3	0.5	1	-9	-7	3.7
C/C=C/c1ccc(C2[C@H]3CNC[C@@H]2N3S(=O)(=O)Cc2ccccc2)cc1 (stereo not given in full)	.	-9	-0.1	0.0	-1	1	18	0.1
O=C(N/N=C/c1ccc2nccnc2c1)c1ccccc1O	.	3	0.4	1.4	-2	0	-2	.
COCCN(CC(=O)Nc1cccc(C)c1C)C(=O)c1cc(S(=O)(=O)N2CCCC2)ccc1C	5	-3	-0.9	0.0	8	-9	-1	1.6
COc1ccccc1-c1nnc(SCC(=O)NNC(=O)c2ccccc2F)n1C	-4	6	1.1	-0.1	6	5	4	.
O=C(c1cccc(F)c1)N1CCCCN2[C@H](CO)[C@H](c3ccc(-c4cncnc4)cc3)[C@H]2C1	6	4	4.7	0.1	-3	17	8	-0.4
CN(C)C(=O)C[C@H]1CC[C@H]2[C@@H](COc3ccc(NC(=O)c4cnccn4)cc3C(=O)N2C)O1	-9	60*	0.3	0.0	1	-1	-1	-0.1
Cc1cc(C(=O)CSc2nc3ccccc3n2CCC#N)c(C)n1Cc1cccs1	-17	.	.	.	4	-8	-18	.
CCCN(C)C[C@H]1Oc2cc(C#CC(C)C)ccc2S(=O)(=O)N([C@H](C)CO)C[C@H]1C	10	-8	-1.2	0.5	2	-8	-5	-0.7
COc1ccc(S(=O)(=O)Nc2cccc3c2O[C@@H](CN(C)C(=O)Nc2cccc4ccccc24)[C@@H](C)CN([C@@H](C)CO)C3=O)cc1	.	.	-3.8	-0.2	.	-15	.	-6.3
Cc1cc(NC(=O)Cc2ccccc2C)no1	3	-2	0.3	0.0	-3	-1	-1	.
COCC#Cc1ccc([C@H]2[C@@H](CO)N3C(=O)CN(C(=O)Nc4ccc(F)cc4)C[C@@H]23)cc1	.	-6	-1.7	-0.1	0	-7	-11	0.1
OCCC1CN(Cc2cnc(N3CCCC3)s2)CCN1Cc1ccccc1 (stereo not given)	-9	3	2.4	0.4	0	18	-8	-2.0
COc1ccc(C(=O)N(C)CC(O)c2ccccc2)cc1OC1CCN(C(C)=O)CC1 (stereo not given)	2	-7	1.2	0.0	-1	17	-3	-0.2
O=C(Cc1ccc2c(c1)OCCO2)N/N=C/c1ccco1	7	-7	-3.9	-0.1	0	3	-9	.
CO[C@H]1CN(C)C(=O)c2cc(NS(=O)(=O)c3ccc(C)cc3)ccc2OC[C@@H](C)N(Cc2nccs2)C[C@H]1C	1	-9	0.5	0.0	-1	-26	-6	0.0
O=C(NCC(O)c1ccccc1)Nc1cccs1 (stereo not given)	-7	4	-0.7	-0.1	-1	9	-4	0.1
O=C(Cc1ccccc1)N1CC2(C1)[C@H](c1ccccc1)[C@@H](CO)N2C(=O)c1cccnc1	.	16	2.0	0.0	.	9	-10	-0.1
O=C(NCC[C@@H]1CC[C@@H](NC(=O)C2CCCCC2)[C@H](CO)O1)c1cc(Cl)cc(Cl)c1	-5	0	-1.6	-0.5	0	1	2	0.0
CC=Cc1ccc2n(c1=O)C[C@H]1[C@H](CO)[C@@H](C(=O)NCCC)[C@@H]2N1Cc1ccccc1OC (mixture of isomers)	2	4	0.1	-0.1	1	-14	-7	-0.1
CN(C(=O)Cn1c(=O)oc2ccccc21)C1CCCCC1	-12	2	1.2	0.0	-1	8	-12	.
Cc1ccc(-n2nnnc2SCC(=O)Nc2ccc(N3CCN(C)CC3)cc2)c(C)c1	10	-2	1.4	-0.1	-19	-6	-8	.
CN(C)CCNC(=O)Nc1ccc([N+](=O)[O-])cc1	-10	1	-2.3	0.2	-2	2	-13	-1.7
O=S(=O)(c1cccc(Cn2nnc(-c3ccccc3)n2)c1)N1CCOCC1	-2	-3	-0.2	0.3	-1	15	-10	0.3
Cc1cc(-c2nnc(SCC(=O)Nc3ccccc3F)n2N)n[nH]1	3	0	2.3	0.0	0	6	-6	.
Cn1c(=O)[nH]c(=O)c2c1nc(CN1CCOCC1)n2Cc1ccc(F)cc1	-1	-8	-0.8	0.0	1	4	-17	0.1
CCc1cc2c(=O)oc(-c3ccc(F)cc3)nc2s1	-1	2	-2.1	0.0	4	.	12	0.0
O=C(Nc1ccc(Cl)cc1)P(=O)(O)c1ccccc1	-1	2	-2.4	0.1	-1	14	-9	0.8
